NCI-60 one-dose screen, 48 h, at 10 µM unless noted. Numbers give growth in % (100 = growth as untreated, 0 = no growth, -100 = all killed).
KM12: KM12 colon cancer cells. actives 5% (n = 82,000). AID 1794800
SW-620: SW-620 colon cancer. actives 5.2% (n = 82,000). AID 1794795
HT29: HT29 colon cancer; actives 7.4% (n = 81,000)
HCC-2998: HCC-2998 colon cancer | actives 4.7% (n = 79,000) | AID 1794799
SNB-19: SNB-19 CNS cancer cells. actives 2.5% (n = 81,000)
HCT-116: HCT-116 colon cancer; actives 7.3% (n = 82,000); AID 1794798
COLO 205: COLO 205 colon cancer; actives 7.3% (n = 79,000)
HCT-15: HCT-15 colon cancer; AID 1794746; actives 5.2% (n = 82,000)
SNB-75: SNB-75 CNS cancer; actives 5% (n = 79,000)
* = called active by the depositor; x = not tested or not shown; & = joins results of further samples. How the source made its calls: active means growth percent below 10; inactive means the rest.

No.	SMILES	KM12	SW-620	HT29	HCC-2998	SNB-19
1	CC[C@]12C=CCN3CC[C@@]4(c5ccc(OC)cc5N(C)[C@H]4[C@@](O)(C(=O)OC)[C@@H]1OC(=O)CCCN1CCCCC1)[C@@H]32	101	107	92	108	86
2	COc1cc(OC)cc(N2C(=O)N(Cc3ccc(C(C)(C)C)cc3)c3ccccc3S2(=O)=O)c1	83	82	94	-46*	95
3	O=[N+]([O-])c1cc(Br)c(F)cc1F	110	107	113	109	103
4	Brc1ccc(-c2n(Cc3ccc4ccccc4c3)c(-c3ccccc3)c(-c3ccccc3)[n+]2Cc2ccc3ccccc3c2)cc1	-93*	-86*	-99*	-89*	-93*
5	COc1ccc(-c2c(NC(=O)Nc3cccc(C(F)(F)F)c3)cnn2-c2ccc(S(N)(=O)=O)cc2)cc1	96	97	91	114	89
6	NC(N)=N/N=C(\N=Nc1ccccc1)c1ccc(Cl)cc1	21	13	21	11	82
7	O=C(O)c1ccccc1C(=O)Nc1ccc(Cl)cc1	86	93	104	93	102
8	c1ccc2[nH]c(-c3ccncc3)nc2c1	118	104	118	x	99
9	N#CC(c1ccccc1)C(C/C(=N\O)c1ccccc1)c1ccccc1 (centres undefined)	87	103	58	111	99
10	N=C1NC(=O)SC1N=Nc1ccccc1 (centres undefined)	96	101	106	102	93
11	NNC(=O)c1nc2ccccc2[nH]1	102	105	103	104	103
12	S=C(N/N=C/c1ccc(Cl)c(Cl)c1)Nc1cccc2ccccc12	105	84	97	107	105
13	COc1cc(C=C2C(=O)OC(C)(C)OC2=O)cc(OC)c1OC	102	100	109	104	105
14	O=C1Nc2ccccc2/C1=C/c1cn(CC(O)Cn2cc(/C=C3\C(=O)Nc4ccccc43)c3ccccc32)c2ccccc12 (centres undefined)	-81*	-60*	-20*	-17*	-43*
15	CSCc1nc2c([nH]1)c(=O)n(C)c(=O)n2C	104	95	90	111	91

No.	HCT-116	COLO 205	HCT-15	SNB-75
1	99	109	103	106
2	76	84	68	74
3	96	113	108	94
4	-98*	-78*	-85*	-98*
5	80	106	103	56
6	15	48	22	61
7	96	107	99	96
8	104	109	104	89
9	77	96	86	92
10	102	116	97	93
11	91	103	108	97
12	85	110	104	116
13	105	x	106	90
14	-64*	x	-70*	-96*
15	99	116	102	114

Entries from the list above containing sulfur:
No.	SMILES	KM12	SW-620	HT29	HCC-2998	SNB-19
2	COc1cc(OC)cc(N2C(=O)N(Cc3ccc(C(C)(C)C)cc3)c3ccccc3S2(=O)=O)c1	83	82	94	-46*	95
5	COc1ccc(-c2c(NC(=O)Nc3cccc(C(F)(F)F)c3)cnn2-c2ccc(S(N)(=O)=O)cc2)cc1	96	97	91	114	89
10	N=C1NC(=O)SC1N=Nc1ccccc1 (centres undefined)	96	101	106	102	93
12	S=C(N/N=C/c1ccc(Cl)c(Cl)c1)Nc1cccc2ccccc12	105	84	97	107	105
15	CSCc1nc2c([nH]1)c(=O)n(C)c(=O)n2C	104	95	90	111	91

No.	HCT-116	COLO 205	HCT-15	SNB-75
2	76	84	68	74
5	80	106	103	56
10	102	116	97	93
12	85	110	104	116
15	99	116	102	114

Back to the main list with the two entries that preceded the break.
No.	SMILES	KM12	SW-620	HT29	HCC-2998	SNB-19
14	O=C1Nc2ccccc2/C1=C/c1cn(CC(O)Cn2cc(/C=C3\C(=O)Nc4ccccc43)c3ccccc32)c2ccccc12 (centres undefined)	-81*	-60*	-20*	-17*	-43*
15	CSCc1nc2c([nH]1)c(=O)n(C)c(=O)n2C	104	95	90	111	91
16	CC(=O)Nc1nonc1-c1nc2ccccc2n1Cc1ccc(C#N)cc1	104	107	93	103	86
17	N#Cc1nc(-c2cccs2)oc1NCC(c1ccc(Cl)cc1)N1CCCCC1 (centres undefined)	91	94	72	107	107
18	Cc1cc(N/N=C/c2ccccn2)nc2ccccc12	25	18	20	25	25
19	CNC(=O)c1ccc(-c2cnc3ncc(Cc4ccc5ncccc5c4)n3n2)cc1F	59&92	100&113	92&96	104&109	89&107
20	C1N2CN3CN1CN(C2)C3	103	105	98	97	101
21	COc1ccc(/C=C/C(=O)c2nnn(-c3ccc(F)cc3)c2C)cc1OC	89	86	92	103	88
22	CC(C)(Oc1ccc(C2CC2(Cl)Cl)cc1)C(=O)O (centres undefined)	121	113	107	101	109
23	CC(=O)c1c([Si](C)(C)C)c2cc(C#N)ccn2c1C(=O)c1ccc(Br)cc1	88	87	68	90	87
24	N#Cc1cn[nH]c1N	120	117	111	101	102
25	COc1cc(C(=O)CCCl)ccc1O	97	103	112	103	101
26	CCOC(=O)COc1ccc(Cl)cc1C	103	100	89	100	106
27	Cc1ccc(S(=O)(=O)N/N=C2/CC(C)(C)CC(=O)C2(C)C)cc1	104	101	105	109	95
28	CC(OC(=O)Nc1cccc(Cl)c1)C(=O)OCCCl (centres undefined)	104	104	101	106	101
29	COc1ccc(-c2ccc3ncc(C#N)c(Nc4ccc(F)c(Cl)c4)c3c2)cn1	85	89	79	94	48
30	N#CC(c1ccccc1)C(Cc1ccccc1)c1ccccc1 (centres undefined)	84	112	87	102	105

No.	HCT-116	COLO 205	HCT-15	SNB-75
14	-64*	x	-70*	-96*
15	99	116	102	114
16	95	103	96	66
17	68	105	85	94
18	18	21	x	31
19	96&97	120&98	89&101	80&94
20	99	109	108	78
21	64	107	64	85
22	109	106	105	109
23	56	104	85	95
24	105	121	181	98
25	100	109	95	86
26	99	106	102	104
27	108	115	102	85
28	105	106	100	95
29	63	99	69	36
30	89	121	101	123

Next part:
No.	SMILES	KM12	SW-620	HT29	HCC-2998	SNB-19
31	C=C(C)[C@@H]1CC=C2c3sc(-c4ccc(O)c(O)c4)nc3C[C@@H](C)[C@]2(C)C1	95	58	90	81	73
32	O=C(C(/C=N/C(=S)NCc1ccccc1)=C(/O)c1ccccc1)c1ccccc1	101	106	100	105	100
33	CC/C(=N\N=C(/CC)c1cccs1)c1cccs1	96	100	97	105	108
34	COc1c(N2CCNC(C)C2)c(F)cc2c(=O)c(C(=O)Oc3ccc(-c4cssc4=S)cc3)cn(C3CC3)c12 (centres undefined)	109	115	108	98	110
35	CCOC(=O)c1c(NC(=O)CSc2nnc(Cc3ccccc3Nc3c(Cl)cccc3Cl)n2-c2ccccc2)sc(C)c1C	94	104	57	98	100
36	NC(N)=N/N=C/c1ccccn1	104	103	116	101	108
37	C=C(C)[C@@H]1CC[C@]2(CO)CC[C@]3(C)[C@H](CC[C@@H]4[C@@]5(C)CCCNC(C)(C)[C@@H]5CC[C@]43C)[C@@H]12	23	-66*	2.6*	-5.0*	50
38	CC(N)CCCC(C)(C)O (centres undefined)	113	106	90	97	110
39	Cc1c(O)ccc(=O)n1O	99	102	98	89	111
40	O=C1Nc2ccc(Br)cc2/C1=N/c1nc(-c2ccccc2)cs1	88	89	92	109	96
41	CC1=CCC(=O)O1	106	113	114	111	103
42	O=C(/C=C/c1cc2ccccc2[nH]c1=O)c1ccc2c(c1)OCO2	92	100	85	105	88
43	COc1cccc(-c2nc3sccn3c2-c2ccnc(NCCCNS(=O)(=O)c3cccc4ccccc34)c2)c1	77	78	69	96	82
44	CC1=C(/C=C/C(C)=C/C=C/C(C)=C/C(=O)Nc2ccc(O)cc2)C(C)(C)CCC1	34	67	35	51	80
45	O=C(CC(=O)Nc1ccc(Oc2ncnc3scc(Nc4n[nH]c(=S)s4)c23)cc1)Nc1ccc(F)cc1	x	98	111	108	92

No.	HCT-116	COLO 205	HCT-15	SNB-75
31	51	75	30	82
32	105	105	97	95
33	94	118	96	109
34	102	116	104	91
35	54	100	88	98
36	108	107	105	98
37	-79*	-63*	3.3*	77
38	106	106	108	103
39	91	121	102	111
40	76	95	95	79
41	96	111	101	92
42	82	96	98	87
43	81	71	62	x
44	55	39	57	58
45	96	107	88	86

The listing continues.
No.	SMILES	KM12	SW-620	HT29	HCC-2998	SNB-19
46	COc1cc2c(cc1OC)N(CCO)C1=C(C(=O)OC1)C2c1cccc(Cl)c1 (centres undefined)	88	99	97	x	94
47	CC(=O)NC(=O)Nc1ccccc1	106	112	98	107	113
48	CC(N)c1ccccc1 (centres undefined)	128	97	94	99	91
49	COc1ccc(/C(C)=C(\c2ccc(Cl)cc2)c2ccc(OCCCN(C)C)cc2)cc1	56	46	1.3*	100	74
50	CC(=O)O[C@H]1CC[C@]2(C)[C@H]3CC=C4[C@@H]5CC(C)(C)CC[C@]5(C(=O)NCCNCCNCCN)CC[C@@]4(C)[C@]3(C)CC[C@H]2C1(C)C	85	-83*	-48*	1.2*	93
51	CC(=O)Nc1cc(-c2ccccc2)ccc1O	93	109	111	99	114
52	COC(=O)C(CSCc1ccccc1)NC(=O)CCNC(=O)OCc1ccccc1 (centres undefined)	112	103	108	121	103
53	Cc1ccc(C(=O)Nc2ccc(CN3CCN(C)CC3)c(C(F)(F)F)c2)cc1	103	102	70	108	95
54	COc1ccc(C2=Nn3c(nnc3-c3cc(Cl)cc(Cl)c3Cl)SC2)cc1	6.5*	20	-29*	-58*	14
55	CCC/C=C(\CC)C(=O)OCC1CC=CCC1C (centres undefined)	104	101	112	105	103
56	CCCCOC(=O)c1ccco1	93	106	106	101	106
57	O=C1CC(c2ccccc2)=NN1c1ccccc1	100	106	112	97	100
58	CC(C)CNC(=O)/C=C\C(=O)O	105	116	99	109	95
59	Cc1ccc(NC(=O)c2nc(S(C)=O)oc2-c2ccc(F)cc2)cc1Nc1nccc(-c2cccnc2)n1 (centres undefined)	50	8.6*	2.0*	97	74
60	CNC(=O)c1cc(Oc2ccc3c(c2)sc2nc(-c4ccc(OC)cc4)cn23)ccn1	59	78	66	17	80

No.	HCT-116	COLO 205	HCT-15	SNB-75
46	99	113	87	85
47	98	116	108	104
48	97	120	110	86
49	37	15	20	97
50	-81*	-93*	-75*	71
51	100	115	103	91
52	102	127	96	95
53	90	94	89	79
54	-27*	-34*	12	23
55	100	119	100	93
56	104	108	104	106
57	99	119	92	107
58	107	120	102	99
59	-53*	54	0.4*	96
60	16	0.2*	53	77

More results
No.	SMILES	KM12	SW-620	HT29	HCC-2998	SNB-19
61	COc1cc(/C=C2\C(=O)N(CCCCn3c4ccccc4c(=O)c4ccccc43)c3ccccc32)cc(OC)c1O	58	47	42	92	63
62	Cn1c2ccccc2c2c3c(c4c5ccccc5n(CCCCCC#N)c4c21)C(=O)N(O)C3=O	17	14	4.4*	25	x
63	C=CCC1(C(=O)OCC)CCCCC1=O (centres undefined)	104	105	108	96	123
64	N#CC(C#N)=C(N)c1n[nH]n2c1nc(=O)c1c3c(sc12)CCCC3	104	101	107	99	101
65	COc1cc(-c2nc(N3CCN(C)CC3)c3ccccc3n2)cc(OC)c1OC	53	53	50	88	85
66	CCn1c(SCC(=O)NNC(=S)Nc2ccc(F)cc2)nc2c1c(=O)n(C)c(=O)n2C	97	97	101	104	99
67	Cn1cc(-c2csc(-c3cn(C)c4ncccc34)n2)c2cc(F)cnc21	61	62	70	77	83
68	COCOc1cc2oc(C(=O)N[C@@H](Cc3ccccc3)C(O)C(=O)NCc3ccccc3)c(C)c(=O)c2cc1OCOC (some centres undefined)	65	103	77	114	47
69	O=S(=O)(c1ccc(N=Cc2ccccc2O)cc1)N(c1ccccc1)C1C=CC=CC1 (centres undefined)	99	96	102	103	96
70	COc1ccc(-c2nn(-c3ccccc3)cc2C2CC(c3cc4ccccc4oc3=O)=NN2C(N)=O)cc1 (centres undefined)	95	97	95	98	89
71	c1ccc(C2OCC(C3OC(c4ccccc4)OC4COC(c5ccccc5)OC43)O2)cc1 (centres undefined)	99	96	107	99	99
72	COC(=O)c1sc(-c2ccn(C)n2)cc1N	91	115	120	101	104
73	CC(C)(C)c1ccc(C(=O)Nc2cccc(NC(=O)c3ccccn3)c2)cc1	86	103	89	95	110
74	COC(=O)c1nc[nH]c1[N+](=O)[O-]	104	97	100	98	97
75	Clc1nc(Cl)nc(-c2ccccc2)n1	110	104	107	103	105

No.	HCT-116	COLO 205	HCT-15	SNB-75
61	58	107	36	52
62	-19*	63	14	17
63	115	113	105	96
64	105	108	100	103
65	32	81	57	16
66	100	106	108	83
67	72	x	61	75
68	-15*	109	94	22
69	90	108	94	82
70	81	81	84	x
71	97	110	101	85
72	108	102	95	91
73	86	107	79	112
74	110	x	112	84
75	102	108	114	x

Additional structures follow:
No.	SMILES	KM12	SW-620	HT29	HCC-2998	SNB-19
76	Cc1cc2c3ccccc3ncn2n1	110	110	97	100	101
77	O=C1[C@@H]2Cc3c([nH]c4ccccc34)[C@@H](c3ccc(Cl)cc3)N2C(=O)CN1C1CCN(Cc2ccccc2)CC1	50	66	-28*	44	51
78	CCOC(=O)C1CCC(C(=O)OCC)N1c1ccc(C=O)cc1 (centres undefined)	104	119	103	105	107
79	CC(C(=O)O)N1CCN(c2ccccc2Cl)CC1 (centres undefined)	116	x	100	102	123
80	COc1ccc(-c2nc(SCCC(C)C)nc(N/N=C(/C)c3ccc(C)cc3)c2C#N)cc1	94	95	112	99	87
81	CCC[C@@H]1C[C@@H](C(=O)N[C@@H](C2O[C@H](SC)[C@H](O)[C@@H](O)[C@H]2O)[C@H](C)Cl)N(C)C1 (some centres undefined)	x	127	106	112	105
82	CNC(=O)CO	110	106	103	106	103
83	CCN(CC)CCSC(=O)C(O)(c1ccccc1)C1CCCC1 (centres undefined)	79	102	114	90	111
84	Cn1c(=O)cc(Cl)[nH]c1=O	114	104	110	104	110
85	COc1ccc(N=Nc2c(N)nn3c(-c4ccccc4)ccnc23)cc1	101	99	101	110	109

No.	HCT-116	COLO 205	HCT-15	SNB-75
76	104	125	99	91
77	9.4*	46	34	29
78	110	110	107	96
79	97	115	105	102
80	93	109	93	84
81	106	107	103	89
82	106	109	98	x
83	109	144	99	95
84	103	109	108	86
85	97	117	99	117
